From PubChem BioAssay
3CLpro inhibitor – SARS-CoV 3CLpro protease inhibition. recombinant SARS-CoV 3CLpro, quenched FRET peptide cleavage. inhibition, % at 6 µM. actives 0.14% (n = 290,000). AID 1706; in the data active = inhibition above about 12%
MazF activator – increases E. coli MazEF RNase cleavage of RNA | FAM/BHQ RNA-DNA oligo cleavage fluorescence, 5 h | activation, % at 20 µM | actives 0.32% (n = 350,000) | AID 504720; in the data active = activation above about 50%
Target sequence (P0AE70 whole entry, looked up): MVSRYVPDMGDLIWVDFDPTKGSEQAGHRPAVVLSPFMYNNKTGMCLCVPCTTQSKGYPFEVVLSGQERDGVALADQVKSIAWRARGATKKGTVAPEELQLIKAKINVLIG
Yp Topo-I inh – inhibitors of Yersinia pestis topoisomerase I. Y. pestis Topo-I cleavage product accumulation, plate reader. activity, % at 10 µM. actives 0.064% (n = 360,000); in the data active = activity above about 50%, passing the limit was not always enough; note: inactives centre near 2
TcdB GH inh – blocks C. difficile toxin B glycohydrolase activity | actives 0.24% (n = 350,000) | TcdB glycohydrolase enzymatic assay, plate reader | P18177 | inhibition, % at 9.99 µM; in the data active = inhibition above about 10%
VHR inh abs – blocks human VHR1 dual specificity phosphatase. actives 0.52% (n = 290,000). P51452. recombinant VHR phosphatase, pNPP absorbance. inhibition, % at 13.3 µM; in the data active = inhibition above about 50%; note: some compounds called inactive have numbers as strong as hits
Target sequence (P51452 whole entry, looked up): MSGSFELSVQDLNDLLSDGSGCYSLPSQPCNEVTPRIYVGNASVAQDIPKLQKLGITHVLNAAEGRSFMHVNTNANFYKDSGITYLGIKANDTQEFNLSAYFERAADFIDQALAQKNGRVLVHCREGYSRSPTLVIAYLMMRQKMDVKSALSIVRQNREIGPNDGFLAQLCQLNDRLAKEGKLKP
Vc quorum ag – inducers of Vibrio cholerae quorum light production without autoinducers; V. cholerae BH1578 lux reporter, luminescence, 6 h; activation, % at 18.7 µM; actives 0.16% (n = 350,000); AID 588436; in the data active = activation mostly above about 9.7%, no sharp cut-off; note: not every result past the cut was called active; inactives centre near 0; reference of the scale not given here
PriA SSB inh – blocks PriA binding to SSB C-terminal tail | inhibition, % at 33 µM | AlphaScreen SSBct-PriA binding, biotinylated peptide | AID 1272365 | actives 0.6% (n = 430,000); in the data active = inhibition mostly above about 37%, no sharp cut-off; inactive = mostly below about 20%;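 note: plate controls were negative control peptide for no effect and reference peptide for full effect; strong numbers were not always called active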
Rv3671c inh – inhibitors of M. tuberculosis serine protease Rv3671c | P9WHR9 | inhibition, % at 5.96 µM | actives 0.048% (n = 320,000) | AID 2606; in the data active = inhibition above about 38%;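 note: extracellular domain of Rv3671c used as enzyme; 0% = enzyme with DMSO and 100% = no enzyme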
Anthrax LF inh2 – blocks Bacillus anthracis lethal factor protease. P15917. multiplex microsphere protease cleavage assay, LF. inhibition, % at 10 µM. actives 0.12% (n = 360,000). AID 588501; in the data active = inhibition above about 30%; note: plate controls were buffer without enzyme for full effect and enzyme alone for no effect
Target sequence (P15917 whole entry, looked up): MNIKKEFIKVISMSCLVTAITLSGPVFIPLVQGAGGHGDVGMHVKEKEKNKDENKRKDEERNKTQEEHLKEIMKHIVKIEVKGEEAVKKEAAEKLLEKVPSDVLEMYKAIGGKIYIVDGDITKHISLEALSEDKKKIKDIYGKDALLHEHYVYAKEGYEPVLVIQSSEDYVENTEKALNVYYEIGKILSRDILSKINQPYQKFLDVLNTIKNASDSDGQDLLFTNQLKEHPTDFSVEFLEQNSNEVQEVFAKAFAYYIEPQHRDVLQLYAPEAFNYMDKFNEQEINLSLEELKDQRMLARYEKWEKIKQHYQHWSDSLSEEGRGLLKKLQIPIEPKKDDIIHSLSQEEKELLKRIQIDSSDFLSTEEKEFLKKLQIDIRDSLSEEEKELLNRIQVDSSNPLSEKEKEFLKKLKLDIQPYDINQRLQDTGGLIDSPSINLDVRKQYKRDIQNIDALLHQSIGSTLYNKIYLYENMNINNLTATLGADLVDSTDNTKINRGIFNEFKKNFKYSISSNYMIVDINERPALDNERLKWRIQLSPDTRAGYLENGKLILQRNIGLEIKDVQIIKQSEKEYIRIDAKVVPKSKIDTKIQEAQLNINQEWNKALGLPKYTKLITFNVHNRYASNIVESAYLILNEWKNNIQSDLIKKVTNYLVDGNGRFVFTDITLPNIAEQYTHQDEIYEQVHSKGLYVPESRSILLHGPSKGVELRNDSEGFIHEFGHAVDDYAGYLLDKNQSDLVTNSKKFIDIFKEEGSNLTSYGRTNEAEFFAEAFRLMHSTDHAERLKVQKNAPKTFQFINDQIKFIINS
PfHsp40 rescue – compounds rescuing yeast from Plasmodium falciparum HSP40 toxicity | S. cerevisiae expressing PfHsp40, growth rescue, ATP luminescence | growth rescue, % at 12.5 µM | actives 0.68% (n = 340,000) | AID 504582; in the data active = growth rescue above about 28%, passing the limit was not always enough;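 note: yeast W303a lacking pdr1 and pdr3 grown in galactose medium; growth measured after three days at 30 °C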
Starred values were filed as active, the others as inactive; i = inactive; / = no result given. A portion of the library; the hit share may differ from the screen's.

SMILES	3CLpro inhibitor	MazF activator	Yp Topo-I inh	TcdB GH inh	VHR inh abs	Vc quorum ag	PriA SSB inh	Rv3671c inh	Anthrax LF inh2	PfHsp40 rescue
CN(C)c1cc[n+](CC(=O)Nc2ccccc2C(F)(F)F)cc1	-3.7	11.1	0.3	1.9	0.1	-0.9	8.7	-6.9	-1.3	4.2
O=C1NC2(CCCc3ccccc32)C(=O)N1Cc1nnc(-c2ccccc2Br)o1 (stereo unspecified)	5.5	-14.8	-10.9	/	4.5	0.4	7.0	-6.1	-12.3	-0.8
O=C(C1CC1)N1N=C(c2ccc(Br)cc2)CC1(O)C(F)(F)F (stereo unspecified)	-0.3	-7.5	-0.9	1.2	/	i	-5.3	6.3	-1.4	1.2
CCN(CC)CCNC(=O)C1CCC(=O)N(c2ccc(OC)cc2)C1c1ccc(F)cc1 (stereo unspecified)	2.1	1.2	-2.5	/	24.2	-2.9	-16.3	0.0	-2.1	-0.9
O=C1CCCC2=C1C(c1ccc(O)c(O)c1)Nc1ccc3ccccc3c12 (stereo unspecified)	/	27.6	-16.7	-2.5	/	0.2	8.8	10.9	/	1.3
CCN1C(=NCc2cc(OC)c(OC)c(OC)c2)N[C@@H](c2cccc(C(F)(F)F)c2)C(C(=O)OC)=C1C	/	4.0	1.8	0.1	/	i	6.0	5.9	6.0	1.2
COc1cccc(N2CCN(C(=O)CN(C)S(=O)(=O)c3ccc4c(c3)c(=O)n(C)c(=O)n4C)CC2)c1	3.2	9.1	34.8	1.2	31.3	i	-12.1	6.6	0.0	1.7
CCOC(=O)c1c(-c2ccc(C)cc2)csc1NC(=O)/C(C#N)=C/c1ccc(O)c(OC)c1	1.2	-20.5	0.3	0.7	-0.8	0.4	-6.3	/	1.6	0.2
O=C(OCC(=O)N1CCN(S(=O)(=O)c2ccc(Cl)cc2)CC1)c1cccc(OC(F)F)c1	/	4.5	36.6	-2.3	/	-2.9	-2.8	5.9	-2.2	-0.5
COc1ccccc1C(CNC(=O)c1ccc(NS(=O)(=O)c2ccc3c(c2)OCCO3)cc1)N(C)C (stereo unspecified)	/	0.6	-12.0	-1.4	/	-1.4	5.0	-5.3	-2.5	-2.0
O=C(Nc1cccc(Cl)c1)Nc1ccnc(-c2cccnc2)n1	-2.0	-24.1	3.6	0.6	-3.2	-0.2	-9.9	-53.5	-0.2	0.9
CCn1c(COc2ccc(=O)n(-c3ccccc3)n2)nnc1SCc1ccccc1C	-0.8	-2.7	18.3	/	14.4	/	-15.4	-0.1	-6.3	-1.3
COc1ccccc1CN1CCN(Cc2nc(-c3cccs3)no2)CC1	-1.8	-7.7	7.8	0.9	17.7	-0.6	0.2	12.3	-9.7	-0.2
O=C(CN1C(=O)/C(=C/c2ccccc2F)Sc2ccccc21)NCc1cccnc1	9.5	-0.4	-2.6	0.5	-11.7	-0.5	4.1	-13.9	1.3	-0.1
N=C(N)N1CCc2ccccc21	-0.6	6.3	-6.7	0.1	19.4	-2.0	-4.2	9.1	-5.8	0.3
Cc1ccc(Nc2nc3ccccc3s2)cc1	4.6	0.2	-1.5	1.5	-3.9	-0.4	0.9	0.4	1.4	0.7
Cn1cc(CNC(=O)c2cc(-c3ccccc3)nc3ccc(Br)cc23)cn1	4.4	4.5	29.1	/	39.0	i	-1.0	-10.2	2.6	-0.8
COc1ccc(CCNC(=O)C2CCCN2C(=O)Nc2ccccc2)cc1OC (stereo unspecified)	-5.2	9.6	-21.5	-0.5	0.1	1.7	-6.1	1.2	-5.4	0.3
Cc1cc(C)n(-c2ccc(C(=O)OCC(=O)Nc3cc(Cl)ccc3[N+](=O)[O-])cc2)n1	-2.0	12.2	3.5	/	-2.9	i	-7.7	5.5	-1.3	2.2
COc1ccccc1NC(=O)CN1CCN(c2ccccc2)CC1	0.8	-2.0	18.0	0.6	16.6	0.4	5.6	6.0	-1.3	-0.3

Individual results from the results shown:
MazF activator, O=C(OCC(=O)N1CCN(S(=O)(=O)c2ccc(Cl)cc2)CC1)c1cccc(OC(F)F)c1 → 4.5
PfHsp40 rescue, Cc1cc(C)n(-c2ccc(C(=O)OCC(=O)Nc3cc(Cl)ccc3[N+](=O)[O-])cc2)n1 → 2.2
Anthrax LF inh2, COc1ccccc1C(CNC(=O)c1ccc(NS(=O)(=O)c2ccc3c(c2)OCCO3)cc1)N(C)C (stereo unspecified) → -2.5
Rv3671c inh, O=C1NC2(CCCc3ccccc32)C(=O)N1Cc1nnc(-c2ccccc2Br)o1 (stereo unspecified) → -6.1
TcdB GH inh, CCN1C(=NCc2cc(OC)c(OC)c(OC)c2)N[C@@H](c2cccc(C(F)(F)F)c2)C(C(=O)OC)=C1C → 0.1

Going on with the list.
SMILES	3CLpro inhibitor	MazF activator	Yp Topo-I inh	TcdB GH inh	VHR inh abs	Vc quorum ag	PriA SSB inh	Rv3671c inh	Anthrax LF inh2	PfHsp40 rescue
O=C(c1ccc(CS(=O)(=O)c2ccc(Br)cc2)o1)N1CCOCC1	0.3	0.0	1.9	1.5	-26.8	-0.4	-0.5	-7.9	-15.3	-0.5
Cc1csc(NC(=O)CSc2nc3sc(C)c(C)c3c(=O)[nH]2)n1	0.5	-13.5	-1.8	/	-23.4	-1.8	-5.0	-105.2	-2.4	0.0
Cc1cccc(NC(=O)NCCCCc2ccccc2)c1	4.2	-3.4	28.2	1.5	-11.2	-1.6	-15.3	-4.0	0.2	2.1
CCn1nc(CC(C)C)cc1C(=O)N1CCCC(Nc2ccc(F)cc2)C1 (stereo unspecified)	0.2	-0.7	28.1	-0.1	5.5	-4.5	-4.6	/	-1.1	-0.4
COc1ccccc1-c1cnc2c(Nc3cccc(OC(F)(F)C(F)F)c3)nccn12	/	/	8.6	0.3	/	-0.6	/	/	-8.9	/
CCOC(=O)c1c(C)[nH]c(C)c1S(=O)(=O)NCCCN1CCOCC1	2.3	7.8	5.9	-0.4	7.3	-0.7	-5.1	1.2	-1.9	0.0
Cc1ccc(NC(=O)c2ocnc2C)cc1Cl	-1.3	7.3	6.1	1.8	18.6	-0.5	0.5	-9.3	-0.6	-1.0
COc1ccc(CCNC(=O)Cc2ccsc2)cc1	0.4	0.2	6.8	0.1	7.4	-0.3	4.4	0.5	0.8	-0.1
FC(F)(F)c1cc(N2CCNCC2)c2ccccc2n1	6.8	3.5	-0.2	2.0	24.6	i	-6.5	-0.2	7.6	-0.8
CCCCCNc1nc2sc3c(c2c(=O)n1-c1cccc(Cl)c1)CCN(C)C3	-4.4	5.1	32.6	2.0	23.9	i	-2.9	-7.1	4.1	-1.2
O=C(CSc1nnnn1Cc1ccccc1)c1ccc(F)cc1	3.4	-0.1	-4.2	1.8	-3.9	-0.5	-12.3	4.5	2.2	0.0
COc1ccccc1NC(=O)CSc1nc2ncccc2[nH]1	1.9	-2.3	-6.5	0.4	8.2	i	-7.6	-5.5	-5.5	1.1
COc1cccc(N=Nc2c(C)[nH]n(-c3ccccc3)c2=O)c1	0.1	-0.5	-6.7	1.2	39.1	-1.9	88.6	2.1	-18.4	-1.1
O=C(NNc1c(Cl)cc(Cl)cc1Cl)c1n[nH]c(=O)c2ccccc12	-6.7	-15.5	16.3	-0.2	16.3	-0.6	-14.7	10.8	-9.0	1.0
COc1cccc(NC(=O)c2ncn[nH]2)c1	-0.2	7.0	6.9	/	18.2	3.9	-8.0	3.2	-3.2	-0.2
Cn1cccc1/C=C1\SC(=Nc2ccc(O)cc2)NC1=O	-2.1	3.4	-3.7	3.1	-10.8	i	11.6	3.8	-9.2	0.5
O=C(NCCN1CCc2ccccc2C1)C1CCN(S(=O)(=O)N2CCC3(CC2)OCCO3)CC1	-2.6	-12.7	19.3	0.3	15.2	1.1	-11.0	2.5	-1.5	0.2
COc1ccccc1C(=O)NNC(=O)c1ccc(NC(=O)CC(C)C)cc1	7.5	6.2	-16.4	0.7	10.3	-0.5	-3.2	6.5	-9.1	0.1
COC(=O)CC1NC2CCCCC2NC1=O (stereo unspecified)	-0.3	0.9	-2.5	/	15.6	-7.1	-2.0	0.5	-0.1	-0.8
NC(=O)c1ccc(NC(=O)CNC(=O)c2sc3ccccc3c2Cl)cc1	/	-29.4	21.9	-0.1	/	i	6.2	-17.4	7.5	-1.1
CSc1nc(N(C)NC(=O)c2ccc(Cl)cc2)c2ccccc2n1	-2.1	6.3	8.4	/	7.2	i	-2.1	-14.4	2.6	4.0
O=C1NC(=O)c2cc(Oc3ccc([N+](=O)[O-])cc3)ccc21	-3.7	2.5	0.1	-12.4	29.3	-0.1	-22.4	1.5	14.5	-0.2
O=C(CN1C(=O)NC(c2ccccc2)(c2ccccc2)C1=O)N1CCOCC1	/	6.1	-4.2	2.1	/	i	-7.6	-0.9	4.5	-0.2
O=C(C1=C(Nc2ccccc2)c2ccccc2S(=O)(=O)N1)c1ccccc1	6.0	-8.7	-1.9	-0.9	-2.2	-0.2	42.0*	-3.0	-2.1	3.0
C/C(=C\c1ccccc1)C(=O)Nc1ccc(Cl)cn1	3.0	-8.6	5.6	1.4	12.2	i	-44.2	-0.6	6.6	0.1
CC(C)(C)NC(=O)c1ccc(Cn2cc(C(F)(F)F)ccc2=O)cc1	8.7	6.8	2.8	1.2	5.8	i	3.7	0.3	2.9	-0.6
CC(=O)OCC1OC(n2cc(F)c(=O)[nH]c2=O)C(OC(C)=O)C1OC(C)=O (stereo unspecified)	/	3.7	7.6	1.9	/	i	-5.3	6.5	-6.2	-1.3
CC(C)NC(=O)Cc1ccc(Br)cc1	-3.9	4.1	-1.8	/	-9.6	-0.3	-4.5	6.1	3.6	-1.3
S=C(NCc1ccc(Cl)c(Cl)c1)Nc1ccc2c(c1)OCO2	2.4	-2.5	-2.7	0.7	9.1	-2.7	13.9	-17.4	-0.7	0.9
O=C(OC(C(=O)NC1CCCC1)c1ccc(F)cc1)c1ccno1 (stereo unspecified)	-2.6	3.7	8.3	/	3.1	i	-10.7	8.7	-2.2	5.4
COc1ccc(CCNC(=O)CCNC(=O)c2ccc(Cl)cc2)cc1OC	-0.7	6.3	-5.3	1.0	-8.8	-0.1	-12.0	-1.4	-0.6	0.7
Cc1ccc(OCc2cc(C(=O)N3CCN(C4CCCC4)CC3)no2)cc1C	-4.9	3.4	10.3	1.4	16.3	i	5.8	-8.7	-1.5	-1.5
CCc1cccc(OCC(=O)Nc2ccccc2N2CCCC2)c1	/	-3.4	33.1	1.4	/	i	-11.4	0.4	0.4	/
CCOC(=O)C(Cc1c(F)cccc1Cl)c1ccno1 (stereo unspecified)	0.0	2.8	-2.4	-0.3	14.9	i	-34.0	-2.1	2.3	-0.3
Cc1cc(N2C(=O)c3ccccc3C2=O)n(C)n1	0.8	1.2	-8.8	1.2	-6.8	i	-2.9	7.3	-5.4	-0.1
COc1cc(/C=C2\Oc3cc(O)ccc3C2=O)ccc1O	/	-315.6	-3.8	-1.1	14.2	-0.8	-11.5	-25.1	4.5	2.1
COc1cc(C(c2nnnn2C2CCCC2)N2CCc3ccccc3C2)ccc1O (stereo unspecified)	2.5	0.9	9.5	/	17.9	i	7.9	5.3	0.9	1.4
CC(=O)N1c2ccc(S(=O)(=O)N3CCC(C(=O)N4CCCC(C)C4)CC3)cc2CC1C (stereo unspecified)	-2.4	1.0	13.0	-5.6	-3.6	-0.3	-2.8	7.8	2.2	-1.0
Cc1nc(NCCCO)c(C#N)c2c1COC(C)(C)C2	-2.2	3.7	-1.4	/	-3.7	-1.4	-9.1	-4.5	8.4	3.4
O=C(Nc1cccc(-c2nnn(CC(=O)N3CCc4ccccc4C3)n2)c1)C1CCC1	-2.4	2.8	23.4	-0.9	13.3	-8.7	-12.4	-6.0	1.0	0.1
O=C(CCc1ccccc1)NNC(=S)NC(=O)c1ccc(Cl)cc1	1.6	1.5	/	/	32.9	/	4.8	-0.6	/	/

Given with values under each structure: entries from further up.
Under each structure – 3CLpro inhibitor, MazF activator, Yp Topo-I inh, TcdB GH inh, VHR inh abs, Vc quorum ag, PriA SSB inh, Rv3671c inh, Anthrax LF inh2, PfHsp40 rescue
> CC(=O)N1c2ccc(S(=O)(=O)N3CCC(C(=O)N4CCCC(C)C4)CC3)cc2CC1C (stereo unspecified)
 : -2.4, 1.0, 13.0, -5.6, -3.6, -0.3, -2.8, 7.8, 2.2, -1.0
> Cc1nc(NCCCO)c(C#N)c2c1COC(C)(C)C2
 : -2.2, 3.7, -1.4, /, -3.7, -1.4, -9.1, -4.5, 8.4, 3.4
